Source: PubChem (National Center for Advancing Translational Sciences (NCATS))
Tau fluor counter – counter-screen for tau fibril formation inhibitors; AID 1463; Potency, µM (series often up to 57.7 µM), without a hit: at the top dose activity change, negative = decrease; tau K18 P301L Alexa594 fluorescence, heparin fibrillization; 280,000 compounds, 0.93% hits; further: on the % scale 0 is the no-effect control and ±100 the full control effect; nearly all actives have a fitted effect of over 55% in size
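Human K18 P301L tau (15 uM unlabeled plus 0.24 uM Alexa 594-labeled, final) in 100 mM sodium acetate pH 7 was mixed with compound and 20 uM heparin and incubated 6 hr at 37 C.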
Tau ThT inhib – tau fibrillization inhibition (ThT binding); recombinant tau K18 P301L (four-repeat tau fragment), heparin-induced fibrillization, ThT fluorescence; 270,000 compounds, 2.1% hits; Potency, µM (highest dose often 57.4 µM), for inactives: top-dose activity, negative = inhibition, most hits filed as inhibitors; further: on the % scale 0 is the no-effect control and ±100 the full control effect; nearly all actives have a fitted effect of over 55% in size
Target sequence (P10636 561-689 P618L limits assumed): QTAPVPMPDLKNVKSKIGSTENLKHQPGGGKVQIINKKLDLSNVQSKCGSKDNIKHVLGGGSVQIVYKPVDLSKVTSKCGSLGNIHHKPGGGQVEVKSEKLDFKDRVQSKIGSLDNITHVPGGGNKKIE
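Heparin-induced (20 uM) aggregation of recombinant human K18 P301L tau, 15 uM unlabeled with 0.24 uM labeled, pH 7 acetate buffer, 6 hr at 37 C with compound. Fibrils quantified by 30 uM ThT fluorescence after 1 hr ambient incubation.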
Tau FP inhib – blocks human tau fibril formation measured by polarization. Potency, µM (titrated, usually from 57.7 µM), inactives show at the top dose activity, negative = inhibition, most hits filed as inhibitors. K18 P301L tau heparin fibrillization, Alexa594 FP, 6 h. 280,000 compounds, 0.39% hits. P10636; further: on the % scale 0 is the no-effect control and ±100 the full control effect; nearly all actives have a fitted effect of over 55% in size
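Recombinant K18 P301L […], labeled with Alexa 594 at 0.24 uM over 15 uM unlabeled; heparin inducer 20 uM final; 37 C, 6 hr; FP endpoint.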
GAA spleen mod – inhibitors or activators of human alpha-glucosidase in spleen homogenate; P10253; human spleen homogenate, 4-MU-alpha-glucoside fluorescence; Potency, µM (titrated, usually from 79.9 µM), for the others: at the top dose activity change, negative = inhibition, hits mostly inhibitors; 240,000 compounds, 0.006% hits;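 further: 0% = enzyme with vehicle and -100% = no enzyme basal signal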
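Enzyme source: human spleen homogenate, 1 ug/well. Buffer 50 mM citric acid/K phosphate pH 5.0, 0.01% Tween-20. 4-MU-alpha-glucoside 1 mM; 37 C x 40 min; NaOH/glycine stop; fluorescence.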
GAA inh – blocks human lysosomal alpha-glucosidase; P10253; purified human GAA, 4-MU-alpha-glucoside fluorescence; Potency, µM (doses to about 76.9 µM), inactives show at the top dose activity change, negative = inhibition, actives largely listed as inhibitors; 200,000 compounds, 0.005% hits;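 further: plate controls were uninhibited enzyme wells for no effect and no-enzyme background for full effect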
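Human enzyme at 4 nM with 400 uM 4-methylumbelliferyl-alpha-D-pyranoside, citrate/phosphate buffer pH 5.0, 0.005% Tween-20, 20 min at room temperature. Compounds up to 77 uM. 4-MU fluorescence (Ex 365/Em 440) read after NaOH/glycine stop; AC50 from Hill fit.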
GAA glycogen mod – alters human alpha-glucosidase cleavage of glycogen | recombinant GAA, glycogen substrate, Amplex Red glucose oxidase fluorescence | Potency, µM (series often up to 76.4 µM), for the others: at the top dose activity change, negative = inhibition, most hits filed as inhibitors | P10253 | 300,000 compounds, 0.38% hits | AID 2100;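 further: 0% = full enzyme reaction and -100% = no-enzyme basal signal; the screen sought inhibitors and activators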
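Recombinant human enzyme (4 nM); glycogen substrate; 37 C, 40 min, pH 5.0. Readout: coupled glucose oxidase/Amplex Red fluorescence.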
GLA spleen mod – inhibitors or activators of human alpha-galactosidase in spleen homogenate; P06280; human spleen homogenate, 4MU-alpha-Gal fluorescence, 40 min; Potency, µM (doses to about 80 µM), for the others: at the highest dose activity change, negative = inhibition, actives largely listed as inhibitors; 240,000 compounds, 0.008% hits; AID 2107;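 further: 0% = enzyme with vehicle and -100% = no enzyme basal signal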
Target sequence (P06280 32-429 limits assumed): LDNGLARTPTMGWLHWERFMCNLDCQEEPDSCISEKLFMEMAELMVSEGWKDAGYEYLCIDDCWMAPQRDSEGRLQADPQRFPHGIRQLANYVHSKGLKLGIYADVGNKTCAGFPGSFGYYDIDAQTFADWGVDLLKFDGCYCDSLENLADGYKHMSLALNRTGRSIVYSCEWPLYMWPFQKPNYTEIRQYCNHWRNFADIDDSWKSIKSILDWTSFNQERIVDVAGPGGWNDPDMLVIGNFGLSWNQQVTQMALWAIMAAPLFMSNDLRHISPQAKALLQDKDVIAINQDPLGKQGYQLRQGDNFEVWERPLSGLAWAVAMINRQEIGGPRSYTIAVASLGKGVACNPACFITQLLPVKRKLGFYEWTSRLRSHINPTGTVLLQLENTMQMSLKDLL
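Human spleen homogenate (1 ug) was the enzyme source, with 4-methylumbelliferyl-alpha-D-galactopyranoside (1 mM final) in pH 5.0 citrate buffer with 0.01% Tween-20. Compounds were titrated; after 40 min at 37C, NaOH/glycine stop, 4-MU fluorescence read; AC50 from Hill fits.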
HTT cytoprotect – protects HTT-Q103 PC12 cells, measured by ATP; AID 1471; 230,000 compounds, 0.14% hits; Potency, µM (highest dose often 56.4 µM), inactives show cytoprotection (ATP increase), most hits filed as activators; PC12 HTT-Q103 induced, cytoprotection, ATP luminescence, 40 h;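 further: % of control where 0% means no effect; nearly all actives have a fitted effect of over 45% in size; toxic huntingtin expression switched on by the ecdysone agonist tebufenozide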
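Compounds added alongside 100 nM tebufenozide, which induces toxic Q103 huntingtin exon 1-GFP in stable PC12 cells; surviving cells quantified by luminescent ATP measurement. Medium: phenol red-free DMEM, 5% equine and 5% calf serum.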
Active calls of the source: *; ? = inconclusive; nt = not tested or not shown; [ ] = dose if it differs, or a comment. The call rests on the fitted dose curve; in most records, active means well fitted curve in the direction sought with a large enough effect; inconclusive means small, poorly fitted or top-dose-only effect, or another doubt; inactive means no such curve, though single readings can be large; an effect the other way counts as inactive or inconclusive. Potency means the concentration at half of the fitted maximal effect.

SMILES	Tau fluor counter	Tau ThT inhib	Tau FP inhib	GAA spleen mod	GAA inh	GAA glycogen mod	GLA spleen mod	HTT cytoprotect
Cc1cnc(NC(=O)Cc2c[nH]c3ccccc23)s1	-10%	-3%	?	-4%	-2%	5%	9%	-12%
CCOC(=O)c1ccc(NC(=O)CCCn2c(=O)c3cccn3c3cccnc32)cc1	-26%	-2%	-11%	nt	nt	-8%[76.3 µM]	nt	nt
C=CCn1c(SCc2cc(C(C)=O)ccc2OCC)nc2ccccc2c1=O	-6%	-11%	9%	-5%	-3%	12%	-4%	28%[0.074 µM]
CCN(C(=O)COC(=O)c1ccccc1SCC(=O)NC1CCCCCCC1)C1CCS(=O)(=O)C1 (configuration not stated)	2%	-3%	-7%	-11%	-6%	7%	-3%	-6%[0.074 µM]
CCCCNC(=O)COC(=O)c1ccc(NC(C)=O)cc1	3%	1%	3%	-13%	5%	6%	-1%	-5%[10 µM]
COc1ccc(Nc2ncnc3c2cnn3Cc2ccccc2)cc1	?	-17%	9%	-7%	-3%	-3%	1%	-8%[10 µM]
CCOC(=O)c1sc(=NC(=O)COc2ccccc2)n(C)c1C	9%	-3%	1%	-1%	0%	2%	-6%	nt
C=CCNC(=O)/C(=C\c1cccc([N+](=O)[O-])c1)NC(=O)c1ccccc1	2%	3%	-3%	0%	4%	-3%	4%	-4%[10 µM]
CCS(=O)(=O)N1CCc2cc(C(=O)Nc3ccc(OC)cc3OC)ccc21	-11%	-11%	4%	nt	nt	-4%[76.3 µM]	nt	nt
CC(=O)N1CCc2cc(Br)cc(S(=O)(=O)N3CCN(c4cccc(C)c4)C(C)C3)c21 (configuration not stated)	-29%	-12%	0%	nt	nt	2%[76.3 µM]	nt	nt
Fc1cccc(NC(=S)NCc2ccccn2)c1	5%	6%	?	-5%	6%	5%	-4%	-7%[10 µM]
CN(C(=O)CSc1nc2ccccc2s1)c1c(N)n(Cc2ccccc2)c(=O)[nH]c1=O	-10%	-14%	-8%	4%	0%	-1%	2%	-51%[inhibitor]
Cn1c(=O)c2c(nc(SCC(=O)Nc3ccc(F)cc3)n2Cc2ccc(Cl)cc2)n(C)c1=O	?	-15%	?	nt	nt	-4%[76.3 µM]	nt	nt
COc1cc(/C=C2/N=C(c3ccccc3F)OC2=O)cc(Cl)c1OS(C)(=O)=O	-1%	-9%	2%	0%	2%	-13%	-8%	1%
CN(c1ccccc1)S(=O)(=O)c1ccc(C(=O)NCC2CCCO2)cc1 (configuration not stated)	-5%	-6%	-8%	1%	-2%	3%	10%	-11%
CCOCCCn1c(=N)c(C(=O)NC2CCCCC2)cc2c(=O)n3ccccc3nc21	-3%	-3%	0%	nt	nt	9%[76.3 µM]	nt	nt
CCOC(=O)c1sc2nc(C)nc(Nc3ccccc3)c2c1C	-6%	-5%	-4%	0%	8%	3%	3%	-12%
CC(C)N1CCC2(CC1)Oc1ccc(Br)cc1C1CC(c3cccnc3)=NN12 (configuration not stated)	-14%	-16%	1%	-7%	nt	-9%	-5%	18%[10 µM]
Cc1c(Cl)cccc1NC(=O)NCc1ccc(F)cc1	15%	10%	-9%	5%	10%	10%	-1%	nt
O=C(Nc1ccc(N2CCOCC2)c(Cl)c1)c1cccnc1	-17%	-15%	-1%	-6%	-9%	6%	3%	4%
c1ccc2c(c1)[nH]c1nc3nncn3nc12	3%	?	-1%	-2%	-4%	7%	3%	8%
COc1ccccc1N(CC(=O)NCc1ccco1)S(C)(=O)=O	10%	7%	-3%	3%	8%	-9%	3%	nt
COc1ccccc1Nc1nc2cc(C)ccc2cc1C#N	-3%	3%	0%	5%	10%	7%	-2%	-10%[10 µM]
COc1ccc(N2CCN(C(CNC(=O)C(=O)NCc3cccnc3)c3ccco3)CC2)cc1 (configuration not stated)	-1%	-10%	6%	-4%	-12%	-12%	-10%	?
COc1cccc(N2CCN(CC(=O)NCc3cccs3)CC2)c1	-8%	-16%	-4%	-10%	4%	-15%	-8%	12%[10 µM]

Continuation.
SMILES	Tau fluor counter	Tau ThT inhib	Tau FP inhib	GAA spleen mod	GAA inh	GAA glycogen mod	GLA spleen mod	HTT cytoprotect
CCS(=O)(=O)Nc1ccc(C(=O)CC2(O)C(=O)Nc3ccc(Br)cc32)cc1 (configuration not stated)	-5%	-7%	-5%	-1%	-1%	2%	-6%	-3%[0.074 µM]
CCS(=O)(=O)N1CCc2cc(C(=O)Nc3cccc(Cl)c3C)ccc21	-3%	-9%	-7%	nt	nt	15%[76.3 µM]	nt	nt
C/C(=N\NC(=O)CSc1nc(C)cc(C)n1)c1cccs1	-5%	-3%	-4%	1%	1%	15%	-4%	?
O=C(CSc1nc2c(sc3ccccc32)c(=O)n1Cc1ccco1)NCC1CCCO1 (configuration not stated)	6%	-6%	2%	3%	0%	1%	11%	5%[10 µM]
O=C(NCCN1CCCCCC1)c1ccc(CS(=O)(=O)c2ccc(Br)cc2)o1	-7%	3%	3%	-14%	5%	0%	-1%	-2%
Cc1ccc(-c2csc3ncnc(N4CCc5ccccc5C4)c23)cc1	-5%	-17%	5%	-1%	3%	3%	6%	-17%[10 µM]
O=C(COC(=O)C1CC(O)CN1S(=O)(=O)c1ccc(Cl)cc1)c1ccccc1 (configuration not stated)	-23%	-18%	-3%	-8%	-3%	-3%	4%	15%[10 µM]
CC(NC(=O)CN(C)S(=O)(=O)c1cnc[nH]1)c1ccccc1 (configuration not stated)	2%	4%	-3%	3%	5%	7%	0%	-8%
COc1ccc(NC(=O)OCCn2c([N+](=O)[O-])cnc2C)cc1	-4%	-7%	1%	-8%	-3%	7%	-3%	-4%[10 µM]
NC(=O)CSc1nnc2ccc(-c3ccc(F)cc3)nn12	2%	5%	-1%	-1%	-10%	4%	-5%	18%
Cn1c(=O)c2cc(S(=O)(=O)N3CCOCC3)ccc2n(C)c1=O	6%	-1%	5%	3%	?	1%	-1%	16µM*
COc1ccc(Cn2c(=S)[nH]c3cc(OC)c(OC)cc3c2=O)cc1	6%	9%	9%	-3%	5%	12%	-7%	-1%[10 µM]
O=c1c2[nH]c3ccc(F)cc3c2ncn1C1CCCCC1	-3%	-5%	-6%	-2%	-2%[15.4 µM]	12%	-4%	-17%
Brc1ccccc1C1CC(c2ccccc2)=Nc2ccccc2N1 (configuration not stated)	-13%	?	3%	-6%	-2%	8%	-3%	nt
COc1ccc(NC(=S)N(CCCN2CCCC2)Cc2ccco2)cc1	-10%	-3%	0%	-13%	-8%	2%	0%	16%
CC(=NCc1ccco1)C1=C(O)c2ccccc2C1=O	-1%	-4%	-5%	8%	-9%	-15%	10%	-25%
COC(=O)C1=C(C)N(C(C)C)C(=O)C1(NC(=O)C1CCCCC1)C(F)(F)F (configuration not stated)	-4%	7%	-8%	-7%	6%	-2%	-6%	-11%
CCN(CC)C(=O)COc1ccc2oc(-c3ccco3)cc(=O)c2c1	0%	?	5%	-9%	?	13%	6%	-62%[inhibitor]
O=C(CSc1nccn1-c1ccccc1)N1CCc2ccccc21	-10%	-11%	0%	1%	0%	0%	2%	7%
COc1ccc(C(=O)Nc2nc3ccc4nc(C)sc4c3s2)cc1	0%	-15%	-4%	-14%	-8%	1%	-5%	2%[10 µM]
CC1(C)Cc2nc3nc(SCC(=O)NCCc4ccccc4)n(-c4ccccc4)c(=O)c3cc2CO1	-1%	-8%	6%	-17%	5%	-4%	11%	?
CC(C)N(CCCNC(=O)C1CCN(S(=O)(=O)N2CCOCC2)CC1)Cc1ccccc1	5%	8%	5%	-8%	-21%	11%	-3%	13%
Cc1nc(N2CCOCC2)c2c(C)c(C(=O)Nc3ccccc3Cl)sc2n1	-11%	-16%	0%	-3%	-4%	8%	10%	3%
COCCN1C(=O)c2oc3c(C)cc(C)cc3c(=O)c2C1c1cccc(O)c1 (configuration not stated)	0%	4%	-4%	-3%	-10%	-3%	-8%	-5%[1.9 µM]
O=[N+]([O-])c1cccc(/C=N\N2CCN(c3ccc(Cl)cc3)CC2)c1	-12%	?	4%	-8%	-4%	-1%	-6%	2%[10 µM]

More entries:
SMILES	Tau fluor counter	Tau ThT inhib	Tau FP inhib	GAA spleen mod	GAA inh	GAA glycogen mod	GLA spleen mod	HTT cytoprotect
OC(COc1ccccc1Cl)CN1CCN(CC(O)COc2ccccc2Cl)CC1 (configuration not stated)	-6%	-6%	-2%	-10%	-8%	-9%	-6%	-33%
Cc1ccc(OCCNC(=O)c2cc(=O)[nH]c3ccccc23)cc1	1%	0%	-6%	2%	4%	6%	0%	-40%[inhibitor]
CC1(C)CC(NC(=O)CC(c2ccccc2)c2ccccc2)CC(C)(C)N1	-2%	7%	0%	-7%	-13%	4%	-1%	-16%
N#Cc1nc(-c2ccc(COc3ccc(Cl)cc3)o2)oc1N1CCC(C(N)=O)CC1	-28%	-15%	12%	nt	nt	5%[76.3 µM]	nt	nt
COc1ccc(-c2nnc(SCC(=O)N3CCOCC3)o2)cc1	-7%	-15%	-4%	9%	-5%	-4%	11%	-37%
COc1cccc(CNC(=O)CCC2CCCN(C(=O)c3ccc(C)nc3)C2)c1 (configuration not stated)	-6%	-8%	-2%	5%	0%	-1%	8%	7%[10 µM]

Hits appear at their usual frequency; any-hit rate near 3.3%.
